# NCI-60 one-dose screen, 48 h, at 10 µM unless noted. Numbers give growth in % (100 = growth as untreated, 0 = no growth, -100 = all killed).
# SK-MEL-5 – SK-MEL-5 melanoma | actives 6.4% (n = 80,000) | AID 1794755
# A549/ATCC – A549/ATCC NSCLC; actives 3.7% (n = 81,000); AID 1794740
# SK-MEL-2 – SK-MEL-2 melanoma | actives 4.7% (n = 77,000) | AID 1794763
# EKVX – EKVX NSCLC; actives 3% (n = 71,000)
# M14 – M14 melanoma | actives 6.2% (n = 80,000)
# HOP-92 – HOP-92 NSCLC cells. actives 6.3% (n = 71,000). AID 1794738
# SK-MEL-28 – SK-MEL-28 melanoma; actives 4.1% (n = 81,000)
# HOP-62 – HOP-62 NSCLC. actives 3.9% (n = 80,000)
# Starred values were filed as active, the others as inactive; nt = not tested or not shown; & = joins results of further samples; [ ] = remark or other dose. The calls were made as follows: active = growth percent below 10; inactive = the rest.
[1] CC(=O)Nc1c2sscc-2n(C)c1=O
[2] OC1CC2CC1C1C2C2(Cl)C(Cl)=C(Cl)C1(Cl)C2(Cl)Cl (configuration not stated)
[3] OC1C(O)C2CC1C1C2C2(Cl)C(Cl)=C(Cl)C1(Cl)C2(Cl)Cl (configuration not stated)
[4] CCOP(=O)(NC(C)C)OCC
[5] NC(=O)C1(c2ccccc2)CCN(Cc2ccccc2)CC1
[6] NC(=O)OCCc1ccccc1
[7] Oc1ccc(-c2ccccc2)cc1
[8] CN1CCC(O)(c2ccccc2)C(C(=O)c2ccccc2)C1 (configuration not stated)

screen / no.,1,2,3,4,5,6,7,8
SK-MEL-5,-100.0*,92.4,88.1,108.7,98.5,98.0,95.6,96.2&109.0
A549/ATCC,-65.0*,70.1,76.4,90.6,99.3,100.5,98.2,81.0&112.4
SK-MEL-2,-76.0*,96.5,92.0,108.0,118.2,125.7,nt,102.0
EKVX,-98.8*,nt,74.1,99.2,95.0,104.0,121.1,100.6&85.2
M14,-96.7*,95.4,91.5,100.6,105.7,103.8,nt,94.8&100.9
HOP-92,nt,nt,65.0,101.2,95.8,131.9,107.8,93.8
SK-MEL-28,nt,101.6,92.7,112.4,107.6,111.7,109.5,102.9&127.0
HOP-62,-100.0*,101.0,107.6,92.4,110.2,121.0,97.8,80.4&94.4

# Only HOP-92 and SK-MEL-28 (two entries from above):
No. | smiles | HOP-92 | SK-MEL-28
2 | OC1CC2CC1C1C2C2(Cl)C(Cl)=C(Cl)C1(Cl)C2(Cl)Cl (configuration not stated) | nt | 101.6
3 | OC1C(O)C2CC1C1C2C2(Cl)C(Cl)=C(Cl)C1(Cl)C2(Cl)Cl (configuration not stated) | 65.0 | 92.7

# (cont.)
[9] Nc1ccc(N)cc1
[10] NC(c1ccccc1)C(O)c1ccccc1 (configuration not stated)
[11] O=C(Cl)c1ccncc1
[12] CC(C(O)c1ccc(Cl)cc1)N1CCCCC1 (configuration not stated)
[13] CC(C)c1cc(C(C)(C)c2ccc(O)c(C(C)C)c2)ccc1O
[14] Cc1c(C)c([N+](=O)[O-])c(C)c(C)c1[N+](=O)[O-]
[15] CC1(C)N=C(N)N=C(N)N1c1ccc(OCC(=O)Nc2cccc(S(=O)(=O)F)c2)cc1
[16] CCC(CO)NC1CCCCC1 (configuration not stated)

screen / no.,9,10,11,12,13,14,15,16
SK-MEL-5,95.7,110.3&103.7,107.6,105.3,58.2,106.6,99.2,93.4
A549/ATCC,103.4,73.2&100.0,103.4,95.4,35.4,91.5,93.6,93.8
SK-MEL-2,nt,108.7&105.8,117.2,111.4,57.6,90.8,95.7,81.2
EKVX,100.8,127.3&94.1,97.0,94.1,55.4,98.7,nt,90.0
M14,101.3,101.5&102.3,100.9,97.7,67.7,114.9,99.0,84.6
HOP-92,68.1,88.1&92.3,88.4,91.6,45.6,134.8,81.3,nt
SK-MEL-28,96.6,90.6,106.7,100.0,84.3,108.0,100.7,101.9
HOP-62,98.4,106.2&112.9,117.5,98.1,74.5,109.4,98.8,88.7

[17] COc1ccc(Nc2nc(-c3ccccc3)c[se]2)cc1
[18] C[C@]12CCC(=O)C=C1C=C[C@@H]1[C@@H]2CC[C@]2(C)OC(=O)CC[C@@H]12
[19] CCC1(CC)COP(=O)(OCC(Cl)CCl)OC1 (configuration not stated)
[20] CCOP(=S)(OCC)N1CC1
[21] COc1cc(C=O)cc(OC)c1OC
[22] Sc1c(Cl)c(Cl)c(Cl)c(Cl)c1Cl
[23] CCOP(=O)(OCC)OC(C[N+](=O)[O-])C(Cl)(Cl)Cl (configuration not stated)
[24] CC1=CP(=O)(Oc2ccc([N+](=O)[O-])cc2)CC1 (configuration not stated)

screen / no.,17,18,19,20,21,22,23,24
SK-MEL-5,87.4,101.6,101.3,106.0,nt,104.6,101.2,101.3
A549/ATCC,92.1,103.4,104.5,96.8,91.5,95.7,107.3,104.3
SK-MEL-2,94.1,nt,102.1,nt,123.3,89.9,107.8,106.0
EKVX,67.6,101.7,123.0,98.6,119.8,96.0,103.1,106.5
M14,90.8,101.1,106.6,102.6,110.4,104.5,96.9,102.9
HOP-92,63.2,nt,96.6,nt,78.0,77.9,94.5,92.8
SK-MEL-28,102.8,108.0,111.3,107.3,119.4,103.0,108.2,106.7
HOP-62,72.3,102.0,98.1,106.2,103.0,82.9,107.6,100.7

[25] COC(=O)COc1ccc(Cl)cc1Cl
[26] CN(C)CC1CCCCC1=O (configuration not stated)
[27] CN1CC(=O)N(O)C1(C)c1cccnc1 (configuration not stated)
[28] CC(NC(C)(C)C)C(=O)c1cccc(Cl)c1 (configuration not stated)
[29] C/C=C1/CN2CCC1CC2C(O)c1ccnc2ccc(O)cc12 (configuration not stated)
[30] CCCCCCCCCCCCNC(c1ccccc1)C(O)c1ccccc1 (configuration not stated)
[31] CC(=O)Nc1nc2c(s1)CC[C@@]1(C)C2=CC[C@H]2[C@@H]3CC[C@H](O)[C@@]3(C)CC[C@@H]21
[32] Oc1c(CCl)cc(Cl)cc1CCl

screen / no.,25,26,27,28,29,30,31,32
SK-MEL-5,104.3,108.6,101.3,nt,95.7,96.7,53.7,103.9
A549/ATCC,100.3,92.3&110.0,101.4,95.8,97.9,84.7,56.0,115.5
SK-MEL-2,104.8,124.0&126.5,94.6,117.5,118.5,92.8,47.4,105.3
EKVX,97.6,113.3&121.5,nt,95.0,nt,92.6,92.5,103.9
M14,104.1,100.6&98.6,104.5,98.5,98.0,93.3,36.0,107.9
HOP-92,98.3,67.2&105.1,115.9,nt,82.4,80.7,84.7,92.8
SK-MEL-28,94.0,111.7&98.4,103.3,107.9,102.8,97.4,56.4,125.5
HOP-62,96.4,103.1&104.1,95.6,116.9,91.1,90.3,67.1,95.1

[33] OCCN1CCN(c2ccccc2)CC1
[34] CN(C)P1(N(C)C)=NP(N(C)C)(N(C)C)=NP(N(C)C)(N(C)C)=N1
[35] [N-]=[N+]=CC(=O)CCC(=O)C=[N+]=[N-]
[36] CCOC(=O)[C@@H](C)C[C@H](Cc1ccccc1)NC(=O)c1csc([C@@H](C[C@H](C(C)C)N(C)C(=O)[C@@H](NC(=O)[C@H]2CCCCN2C)C(C)(C)CC)OC(C)=O)n1
[37] COC(=O)CC(c1cccc(OC(F)F)c1)c1c(O)c2ccccc2oc1=O (configuration not stated)
[38] CN1CC(CNC(=O)OCc2ccccc2)CC2c3cccc4c3c(cn4C)CC21 (configuration not stated)
[39] CCCCOP(=O)(CCc1ccccn1)OCCCC
[40] N#CCCNc1ccccc1

screen / no.,33,34,35,36,37,38,39,40
SK-MEL-5,87.9,107.4,115.7,-15.3*,101.7[8.25 µM],-97.8*,96.9,107.1
A549/ATCC,86.6,99.3,112.8,10.1,103.6[8.25 µM],45.5,97.7,112.7
SK-MEL-2,100.8,98.2,112.7,2.2*,125.6[8.25 µM],47.2,114.7,112.3
EKVX,90.1,nt,105.0,37.4,107.1[8.25 µM],71.8,88.6,98.0
M14,104.4,101.3,101.6,-26.8*,100.2[8.25 µM],-58.0*,105.0,112.3
HOP-92,89.3,76.0,90.6,16.0,74.5[8.25 µM],29.5,97.5,94.9
SK-MEL-28,116.1,107.5,111.7,38.6,97.1[8.25 µM],-41.1*,109.2,99.8
HOP-62,92.1,99.0,92.6,18.8,92.7[8.25 µM],35.2,102.7,116.0

[41] Cc1c(O)c(CN(CCCl)CCCl)cc(CN(CCCl)CCCl)c1O
[42] CNC(=O)Oc1cc(C)c(OC(=O)NC)c(C)c1
[43] CC1CCC2C(C)C3C(CC4C5CCC6CC(O)CCC6(C)C5CCC43C)N2C1 (configuration not stated)
[44] C=CCCC1(CCC)C(=O)NC(=O)NC1=O
[45] C[C@]12CCc3sc(NCc4ccccc4)nc3C1=CC[C@@H]1[C@@H]2CC[C@]2(C)C(=O)CC[C@@H]12
[46] N=c1nc2n3c(nnnc3n1)NN2
[47] O=C1Nc2ccccc2C2c3cccn3-c3ccccc3CN12 (configuration not stated)
[48] CCCCCCCCCCCCCCCCCC1OC[C@@H](COC(=O)O[C@@H](C(=O)O[C@H]2C[C@@]3(O)[C@@H](OC(=O)c4ccccc4)[C@@H]4[C@]5(OC(C)=O)CO[C@@H]5C[C@H](O)[C@@]4(C)C(=O)[C@H](OC(C)=O)C(=C2C)C3(C)C)[C@@H](NC(=O)c2ccccc2)c2ccccc2)O1 (some centres not stated)

screen / no.,41,42,43,44,45,46,47,48
SK-MEL-5,91.7,110.0,96.8,96.7,104.7,102.5,43.1,75.7
A549/ATCC,67.8,95.9,96.9,98.0,106.7,104.4,34.4,47.5
SK-MEL-2,109.8,77.0,90.4,106.3,112.1,94.1,6.5*,82.9
EKVX,nt,110.0,101.8,nt,97.1,103.8,67.8,96.9
M14,92.4,100.0,96.5,99.2,102.5,97.7,20.2,38.8
HOP-92,47.3,55.4,51.7,112.6,99.4,69.6,29.7,66.4
SK-MEL-28,101.9,108.5,100.0,107.0,106.9,140.2,66.6,59.0
HOP-62,101.8,98.5,83.9,102.0,105.4,97.5,34.5,68.4

[49] CO[C@H](/C(C)=C/C=C/C(C)=C/c1coc(C)n1)[C@H](C)[C@H]1C[C@@H](O)[C@@]2(C)O[C@H]2/C=C/[C@@H](C)[C@@H]2C[C@@H](CC(=O)O2)C[C@H]2O[C@@H]2C(=O)O1
[50] O=C(Cc1ccc(-c2ccc3c(=O)cc(N4CCOCC4)oc3c2)cc1)N1CCN(CCN2CCOCC2)CC1
[51] C=CCc1ccc(OC(=O)Cc2ccccc2)c(OC)c1
[52] CC(=O)O[C@H]1CC[C@@]2(CO)C(=CC[C@@H]3[C@@H]2CC[C@]2(C)C(=O)CC[C@@H]32)C1
[53] O=C(O)CCCO
[54] Nc1c([N+](=O)[O-])cc([N+](=O)[O-])cc1S(=O)(=O)O
[55] [Cl][Hg][c]1cc[c]([Hg][Cl])o1
[56] CCOC(=O)/C=C/CP(=O)(OCC)OCC

screen / no.,49,50,51,52,53,54,55,56
SK-MEL-5,-18.7*,103.3,101.5,101.2,105.3,99.8,39.7,102.1
A549/ATCC,42.9,111.3,104.2,105.2,105.1,82.1,88.4,102.8
SK-MEL-2,51.4,97.9,80.6,116.0,100.8,97.2,57.9,99.6
EKVX,39.6,97.6,nt,nt,93.6,96.2,20.5,nt
M14,-0.7*,94.6,105.6,111.4,103.3,97.2,14.8,98.6
HOP-92,nt,91.0,nt,110.8,85.1,92.3,-29.1*,122.7
SK-MEL-28,nt,100.7,106.2,101.1,104.4,108.4,49.1,102.1
HOP-62,11.1,82.2,93.2,113.7,103.8,93.2,72.9,98.9

[57] O=[N+]([O-])c1cc([As](=O)(O)O)ccc1O
[58] CC(C(=O)c1ccc(Cl)cc1)N1CCCCC1 (configuration not stated)
[59] CCOc1ccc(P2(=S)SP(=S)(c3ccc(OCC)cc3)S2)cc1 (configuration not stated)
[60] CC1(C)C(C(=O)c2cn(CCF)c3ccccc23)C1(C)C
[61] Cc1nc2c(s1)CC[C@@]1(C)C2=CC[C@@H]2[C@@H]1CC[C@]1(C)C(=O)CC[C@@H]21
[62] O=C(O)CC(Br)C(=O)O (configuration not stated)

screen / no.,57,58,59,60,61,62
SK-MEL-5,109.5&97.1,101.1,99.7,98.7,102.4,105.9
A549/ATCC,98.5&104.1,98.1,98.9,72.4,101.0,87.0
SK-MEL-2,121.5&112.5,100.7,96.5,87.9,114.6,85.9
EKVX,96.9,94.0,96.0,105.0,100.2,nt
M14,100.6&98.1,91.8,50.4,95.7,105.0,107.1
HOP-92,95.6,89.2,101.6,111.3,112.6,121.2
SK-MEL-28,110.4&103.5,99.2,85.9,118.3,99.9,104.0
HOP-62,99.0&105.0,104.0,187.8,94.3,111.5,106.8

# Of the compounds above, 10 have sulfur.
[1] CC(=O)Nc1c2sscc-2n(C)c1=O
[15] CC1(C)N=C(N)N=C(N)N1c1ccc(OCC(=O)Nc2cccc(S(=O)(=O)F)c2)cc1
[20] CCOP(=S)(OCC)N1CC1
[22] Sc1c(Cl)c(Cl)c(Cl)c(Cl)c1Cl
[31] CC(=O)Nc1nc2c(s1)CC[C@@]1(C)C2=CC[C@H]2[C@@H]3CC[C@H](O)[C@@]3(C)CC[C@@H]21
[36] CCOC(=O)[C@@H](C)C[C@H](Cc1ccccc1)NC(=O)c1csc([C@@H](C[C@H](C(C)C)N(C)C(=O)[C@@H](NC(=O)[C@H]2CCCCN2C)C(C)(C)CC)OC(C)=O)n1
[45] C[C@]12CCc3sc(NCc4ccccc4)nc3C1=CC[C@@H]1[C@@H]2CC[C@]2(C)C(=O)CC[C@@H]12
[54] Nc1c([N+](=O)[O-])cc([N+](=O)[O-])cc1S(=O)(=O)O
[59] CCOc1ccc(P2(=S)SP(=S)(c3ccc(OCC)cc3)S2)cc1 (configuration not stated)
[61] Cc1nc2c(s1)CC[C@@]1(C)C2=CC[C@@H]2[C@@H]1CC[C@]1(C)C(=O)CC[C@@H]21

screen / no.,1,15,20,22,31,36,45,54,59,61
SK-MEL-5,-100.0*,99.2,106.0,104.6,53.7,-15.3*,104.7,99.8,99.7,102.4
A549/ATCC,-65.0*,93.6,96.8,95.7,56.0,10.1,106.7,82.1,98.9,101.0
SK-MEL-2,-76.0*,95.7,nt,89.9,47.4,2.2*,112.1,97.2,96.5,114.6
EKVX,-98.8*,nt,98.6,96.0,92.5,37.4,97.1,96.2,96.0,100.2
M14,-96.7*,99.0,102.6,104.5,36.0,-26.8*,102.5,97.2,50.4,105.0
HOP-92,nt,81.3,nt,77.9,84.7,16.0,99.4,92.3,101.6,112.6
SK-MEL-28,nt,100.7,107.3,103.0,56.4,38.6,106.9,108.4,85.9,99.9
HOP-62,-100.0*,98.8,106.2,82.9,67.1,18.8,105.4,93.2,187.8,111.5

# Compound activity deposited in PubChem by NCI.

# A portion of the library. The share of hits here may be higher or lower than overall.
